Screening data deposited in PubChem by several laboratories.
HIV peptide binding: cell-free HIV fusion peptide-binding blockers – biochemical, uHTS, fluorescence dequenching, primary screen (AID 1986) | 290,000 tested, 0.3% active | cell-free peptide binding, fluorescence dequenching, 30 min; higher % means a stronger effect | inhibition, % at 20 µM, or IC50 in µM where a hit was titrated; in the data active = inhibition mostly above about 52%, no sharp cut-off; inactive = mostly below about 76%; note: some results filed as inactive read as strong as hits
UTI89 phage lysis: protection from phage-mediated lysis, alamar blue read-out – E. coli UTI89, K1F phage, bacterial capsule biogenesis inhibitors (AID 488966); E. coli UTI89 K1F phage lysis, alamar blue, 2 h; higher % means a stronger effect; 340,000 tested, 0.02% active; inhibition, % at 100 µM, or IC50 in µM where a hit was titrated;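 active = phage lysis inhibition, versus mean bacterial control, above a set limit; inconclusive = no clear call, values can overlap the other calls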;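 note: capsule biogenesis inhibitors block K1F phage lysis so surviving cells raise fluorescence; higher fluorescence means more inhibition of phage lysis; actives were called in the ten point dose series up to 300 µM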
NS5 inhibitors: flavivirus cap methylation enzyme inhibition – biochemical, confirmation dose response, primary screen (AID 588689). 340,000 tested, 0.3% active. inhibition, % at 25 µM; hits with a dose series show IC50 in µM. Dengue-2 NS5 methyltransferase capping enzyme assay, biochemical; higher % means a stronger effect; in the data active = a potency from the dose series; inconclusive = inhibition above about 29% without an active follow-up result
GPR55 beta-arrestin: selective activators of receptor GPR55 – imaging, U2OS cells, beta-arrestin-GFP redistribution, primary screen (AID 1961); U2OS GPR55 beta-arrestin-GFP redistribution imaging; higher % means a stronger effect; activation, % at 10 µM; hits with a dose series show EC50 in µM; 290,000 tested, 0.048% active;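 active = activation above 40% with more than 50 cells counted in the well; inconclusive = wells holding fewer than 50 cells, flagged as toxic or sparse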;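 note: U2OS osteosarcoma cells stably expressing GPR55 and beta-arrestin-GFP; plate controls were DMSO negative control for no effect and LPI positive control for full effect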
AID2073: inhibitors of Mint1-CaV2.2 protein interaction, biochemical, HTRF (AID 2073); 290,000 tested, 0.19% active; inhibition, % at 20 µM, or IC50 in µM where a hit was titrated; HTRF protein-protein interaction, Mint1-CaV2.2; higher % means a stronger effect; in the data active = inhibition mostly above about 51%, no sharp cut-off; inconclusive = no clear call, values can overlap the other calls; inactive = mostly below about 53%; note: some results filed as inactive read as strong as hits
GPR35 arrestin U2OS: GPR35 antagonists blocking zaprinast-driven arrestin recruitment, primary screen, imaging, U2OS, beta-arrestin-GFP, zaprinast agonist (AID 2058) | U2OS GPR35 beta-arrestin-GFP translocation imaging, zaprinast antagonism; higher % means a stronger effect | one-dose inhibition, % at 10 µM; IC50 in µM for titrated hits | 290,000 tested, 0.052% active;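 active = inhibition of at least 50% with at least 30 cells and total cytoplasm GFP at most 10,000,000; inconclusive = under 30 cells or total GFP of 10,000,000 plus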
NTR1 agonist: agonists of NTR1, primary screen, imaging, U2OS cells, beta-arrestin-GFP, high content (AID 493036) | NTR1-U2OS beta-arrestin-GFP spot imaging, agonist mode | activation, % at 20 µM | 330,000 tested, 0.17% active;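 active = activation at or above 40% of the spot to cytoplasm intensity ratio, with at least 20 cells analyzed; inconclusive = wells under 20 cells, flagged as cytotoxic or low count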;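 note: 0% = DMSO without peptide and 100% = 100 nM NTR1 peptide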
Target sequence (P30989 whole entry, looked up): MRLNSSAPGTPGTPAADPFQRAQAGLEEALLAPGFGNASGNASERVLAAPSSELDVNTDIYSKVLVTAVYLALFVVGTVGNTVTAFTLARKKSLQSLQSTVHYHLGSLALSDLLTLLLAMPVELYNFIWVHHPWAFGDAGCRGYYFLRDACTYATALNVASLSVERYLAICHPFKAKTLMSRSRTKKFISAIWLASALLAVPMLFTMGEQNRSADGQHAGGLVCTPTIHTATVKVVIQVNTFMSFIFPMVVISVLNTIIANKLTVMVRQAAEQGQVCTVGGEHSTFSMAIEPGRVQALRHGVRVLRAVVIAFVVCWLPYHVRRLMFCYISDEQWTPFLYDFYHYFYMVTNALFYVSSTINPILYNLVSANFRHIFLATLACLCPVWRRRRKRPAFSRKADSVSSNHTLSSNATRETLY
Siah-1 displacement: Siah-1 peptide-binding antagonists, primary screen, biochemical, fluorescence polarization, rhodamine-plectin, uHTS (AID 1817); Siah-1 / rhodamine-plectin peptide fluorescence polarization; higher % means a stronger effect; 290,000 tested, 0.02% active; displacement, % at 20 µM, or IC50 in µM where a hit was titrated;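 active = displacement of at least 50% at 20 µM, with a fluorescence ratio check between 0.3 and a set limit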;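 note: plate controls were Siah plus tracer with DMSO for no effect and tracer alone without Siah for full effect; strong numbers were not always called active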
GPR55 LPI antagonism: inhibition of LPI-stimulated GPR55 beta-arrestin translocation – imaging, U2OS, beta-arrestin-GFP, LPI agonist, primary screen (AID 2013) | U2OS GPR55 beta-arrestin-GFP translocation imaging, LPI antagonism; higher % means a stronger effect | inhibition, % at 10 µM, or IC50 in µM where a hit was titrated | 290,000 tested, 0.13% active;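 active = spots per cell inhibited over 60%, with over 100 cells counted and total cytoplasm intensity under 500,000; inconclusive = wells with under 100 cells, flagged as likely toxic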;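 note: U2OS cells stably carrying GPR55 and arrestin-GFP stimulated by 5 µM LPI near EC80; imaged beta-arrestin-GFP aggregate spots per cell after agonist stimulation; plate controls were LPI-stimulated DMSO wells for no effect and DMSO wells without LPI for full effect; some results filed as inactive read as strong as hits; confirmed hits need IC50 under 10 µM and bright autofluorescent wells are also inconclusive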
NTR1 agonist cell count 20 µM: second read-out of NTR1 agonist, no call of its own (marks repeat the call); cell count; measured here: cell count, cytotoxicity flag
NS5 inhibitors pilot replicate: also measured in NS5 inhibitors; calls as there; inhibition, %; measured here: pilot screen replicate inhibition
* hit, by the source's call; ? = inconclusive; / = not tested or not shown; [ ] = dose if it differs, or a comment.

SMILES | HIV peptide binding | UTI89 phage lysis | NS5 inhibitors | GPR55 beta-arrestin | AID2073 | GPR35 arrestin U2OS | NTR1 agonist | NTR1 agonist cell count 20 µM | Siah-1 displacement | GPR55 LPI antagonism | others
Cc1cc(=O)oc(C)c1C(=O)OCC(=O)c1ccccc1 | -3.1% | 0.8% | -10% | -0.2% | 0% | -12% | 2.0 | 50 | -1% | 10%
O=C(Nc1ccccc1C(=O)O)c1cc(S(=O)(=O)NCc2ccccc2)ccc1Cl | 12% | -0.4% | -2% | ? | 13% | -8% | 1.1 | 47 | 3% | 3%
COc1ccc(CCN(Cc2cccs2)S(=O)(=O)c2ccc(S(=O)(=O)N(C)C3CCCCC3)cc2)cc1OC | -0.6% | 5.0% | -3% | -0.1% | 6% | -7% | 1.8 | 61 | 8% | 2%
O=S(=O)(Nc1ccccc1F)c1ccc2nsnc2c1 | -0.6% | 0.9%[50 µM] | -8% | -0.1% | 2% | -3% | -0.5 | 42 | 1% | -3%
Cc1ccc(-c2nnc(SCC(=O)N3CCCC3)o2)cc1 | 0.2% | -0.2% | 2% | -0.2% | 3% | -2% | 2.5 | 46 | 1% | 6%
COc1ccc(CN(C(=O)c2cc(=O)c3ccccc3o2)C2CCS(=O)(=O)C2)cc1 (configuration not stated) | 0.3% | 0.4% | -2% | -0.1% | 8% | -10% | -0.3 | 72 | 10% | 13%
CC(NC(=S)NNS(=O)(=O)c1ccc(C(C)(C)C)cc1)c1ccccc1 (configuration not stated) | 0.8% | 0.0% | 6% | -0.1% | -7% | -2% | 2.8 | 62 | 19% | 2%
CCOC(=O)c1ccc(NC(=O)CN2C(=O)C(=O)N(CC(C)C)C2=O)cc1 | -1.3% | 0.1% | -6% | 0.0% | -4% | 10% | 1.6 | 53 | 4% | 18%
COc1cccc(CN(C)C(=O)c2ccc(S(=O)(=O)N3CCCC3)cc2)c1OC | -5.0% | 0.1% | -4% | -0.1% | 5% | 20% | -2.3 | 80 | -4% | -2%
CCOc1ccc(S(=O)(=O)N2CCC(C(=O)NCc3ccccn3)CC2)cc1C | 1.3% | 0.4% | -2% | -0.2% | 7% | 7% | -0.7 | 50 | 2% | -3%
O=[N+]([O-])c1ccccc1OC/C(=N\O)c1ccccc1 | -2.5% | -0.3% | 1% | -0.1% | 9% | 7% | -1.4 | 99 | 4% | 11%
COC(=O)c1cccc(COC(=O)c2cccnc2SC)c1 | -1.7% | 0.2% | -9% | -0.1% | -2% | -2% | -0.2 | 46 | -1% | 2%
O=C(NCCCN1CCOCC1)c1sc2cc([N+](=O)[O-])ccc2c1Cl | 2.1% | -0.1% | 14% | -0.1% | 68%* | -1% | 0.5 | 56 | -3% | 11%
Cn1ncc2c(Nc3cc(Cl)cc(Cl)c3)ncnc21 | 0.3% | 0.2% | -10% | -0.1% | 8% | -1% | 7.1 | 61 | -2% | -4%
O=C(COC(=O)c1ccccc1NC(=O)c1ccco1)NCc1ccc2c(c1)OCO2 | -0.6% | 0.6% | 5% | -0.2% | 5% | 7% | 4.3 | 48 | -1% | 3%
CC(C)CCNC(=O)c1ccc2c(c1)ncn2C1CCCCC1 | 2.7% | 6.9% | -10% | -0.2% | -3% | 4% | 0.0 | 59 | -1% | 20%
OCCNNC(=S)NC1CC2C=CC1C2 (configuration not stated) | -0.6% | -1.5% | -5% | -0.1% | -6% | -3% | 2.5 | 60 | 4% | 1%
CCOC(=O)/C=C1/N(C)c2ccccc2C1(C)C | 0.7% | 0.2% | -6% | -0.1% | 15% | 12% | 2.3 | 63 | 4% | 5%
COc1ccc2c(c1)CCc1c(C(=O)N3CCOCC3)noc1-2 | 0.9% | 4.7% | -3% | 0.7% | 0% | -13% | 2.7 | 61 | 2% | 6%
C=CCC1CCCCC12NC(=O)N(c1ccccc1)N2 (configuration not stated) | -0.4% | -0.5% | -2% | -0.1% | -22% | -7% | 1.1 | 43 | 2% | 3%
CC(C)c1ccc(-c2c(C#N)c(N)nc(SCC(=O)N3CCCCCC3)c2C#N)cc1 | 6.6% | / | / | 0.3% | 23% | 3% | 2.0 | 78 | 2% | -7%
O=C1CCC(C(=O)N2CCC(CCO)CC2)CN1Cc1ccc(Cl)cc1 (configuration not stated) | 0.4% | -0.1%[50 µM] | 1% | 0.2% | 7% | -5% | 0.3 | 47 | 11% | 7%
Cc1ccc(/C=C/C(=O)NC(=S)Nc2ccccc2C(=O)NC2CCCCC2)cc1 | -1.7% | 0.0% | -1% | -0.1% | 7% | -2% | -0.2 | 60 | 2% | 11%
COC(=O)c1[nH]c2ccccc2c1NC(=O)CN1CCCCCC1 | 6.3% | 1.7% | -4% | -0.2% | -2% | 5% | 0.4 | 73 | -7% | 6%
CCc1c(C)nc2c(C#N)c(C)[nH]n2c1=O | 2.1% | -2.2% | -5% | 0.8% | -1% | -2% | 1.0 | 62 | 2% | 5%
CN1CCN(Cc2nc3ccccc3c(=O)n2Cc2nc(-c3ccc([N+](=O)[O-])cc3)cs2)CC1 | 1.1% | -0.3% | 3% | -0.2% | -30% | 13% | 4.4 | 64 | -2% | 2%
CC(C)C(=O)Nc1ccc(NC(=O)c2ccccc2Cl)nc1 | -3.5% | 4.4% | -2% | 0.2% | -2% | 7% | -5.4 | 92 | -1% | 6%
COC(=O)CNC(=O)c1sc2ncn(CC(=O)Nc3ccc(C)c(Cl)c3)c(=O)c2c1C | 2.8% | 0.2% | -11% | -0.4% | -1% | -16% | -0.3 | 74 | 3% | 8%
CCCC(=O)Nc1sc2c(c1C#N)CCCC2 | -2.3% | 4.7% | -6% | -0.2% | -1% | -4% | 1.6 | 60 | -2% | 2%
CS(=O)(=O)c1ccc(N2CCN(C3CC(=O)NC3=O)CC2)cc1 (configuration not stated) | 2.3% | 0.4% | -3% | -0.1% | 1% | -15% | -0.4 | 65 | 6% | 2%
Cc1ccc(S(=O)(=O)NC2OC(=O)C(Cl)=C2Cl)cc1 (configuration not stated) | 2.7% | -17% | -2% | -0.1% | 22% | -9% | -0.9 | 68 | 6% | -2%
CCOC(=O)C1=C(C)NC(C)=C(C(=O)OCC)C1C(=O)OCC(=O)N(CC)C1CCS(=O)(=O)C1 (configuration not stated) | 0.0% | 0.1% | -1% | -0.2% | -5% | -11% | -0.8 | 57 | 2% | -6%
CCCn1nc(C(=O)OCC(=O)Nc2cccc(S(N)(=O)=O)c2)c2ccccc2c1=O | -1.4% | 1.8% | -8% | 0.0% | 4% | -12% | -0.5 | 67 | 1% | -5%
Cn1/c(=N/N=C/c2ccc(N3CCOCC3)cc2)sc2ccccc21 | 1.5% | 0.1% | -1% | 1.2% | 3% | -4% | 7.0 | 66 | -4% | 0%
O=C(Cc1ccc(Cl)cc1)NC(=S)Nc1ccccc1N1CCOCC1 | -0.4% | -0.7%[50 µM] | -5% | 0.6% | 3% | 8% | 45* | 74* | 2% | 0%
COC(=O)c1sccc1-c1ccc(/C=N/OC(=O)c2ccccc2)o1 | -0.8% | 0.1% | 2% | 0.2% | 7% | 4% | 0.7 | 84 | 5% | 4% | NS5 inhibitors pilot replicate=3.9
Cc1ccc(Cl)c2sc(NC(=O)C3CC3)nc12 | -0.3% | 2.5% | -3% | 0.0% | 6% | -9% | 3.0 | 99 | -1% | 9%
COCCCNC1=C(Cl)C(=O)c2ccccc2C1=O | -2.7% | -1.0% | -9% | 0.3% | -12% | 14% | 1.6 | 55 | 6% | -10%
COc1cc(C2c3c(oc4ccccc4c3=O)C(=O)N2Cc2ccncc2)ccc1O (configuration not stated) | -2.0% | 1.3% | -1% | 0.4% | -10% | -14% | -0.9 | 97 | 0% | 2%
COc1ccc(C(Nc2ccc(S(=O)(=O)N3CCOCC3)cc2)C(=O)NCCC(C)C)cc1OC (configuration not stated) | -1.6% | 0.2% | -5% | -0.2% | 2% | -3% | -2.0 | 40 | 13% | 4%
COCn1ccnc1C(O)(c1ccc(OC)cc1)c1ccc(OC)cc1 | -0.4% | 5.6% | -5% | -0.3% | 6% | -4% | -1.8 | 46 | 1% | -3%
O=C(CSc1ncnc2c1nnn2Cc1ccccc1F)NCC1CCCO1 (configuration not stated) | 0.6% | 0.0% | -3% | -0.1% | -5% | 1% | 2.0 | 47 | 2% | 14%
CCCN1C(=O)N(c2cccc(C)c2)C(C)(O)CC1(C)C (configuration not stated) | -0.7% | / | / | -0.2% | -4% | -1% | 0.1 | 45 | -2% | -9%
COc1ccc(NC(=S)N2CCC(C(O)(c3ccccc3)c3ccccc3)CC2)cc1 | -1.7% | -0.8% | -10% | -0.3% | -20% | -3% | -0.8 | 52 | 1% | 18%
C=CCn1c(C)c(C(C)=O)c(N2CCOCC2)nc1=S | -1.8% | 0.6% | / | 0.2% | -4% | -8% | 0.7 | 51 | 1% | -3%
CCc1ccc(NS(=O)(=O)c2ccc(OC)c(C)c2)cc1 | -2.7% | -1.1% | 2% | 0.2% | -1% | -8% | 4.8 | 80 | 1% | 11%
COc1ccc(C(=O)N/C(=C/c2cccnc2)C(=O)NCc2ccco2)cc1OC | -1.0% | 0.4% | 7% | -0.1% | 4% | -7% | 1.0 | 59 | 10% | 14%
COc1ccc(/C(C)=N/Nc2nc3ccccc3n3cnnc23)cc1OC | -1.1% | / | / | -0.3% | 0% | -1% | 4.2 | 50 | 8% | 4%
Nc1ccc(C(=O)N/N=C/c2cn(Cc3ccccc3F)c3ccccc23)cc1 | -2.1% | -0.4%[50 µM] | -1% | 0.2% | 18% | 11% | 3.7 | 52 | -4% | 16%
Cc1nnc(SCCN2C(=O)c3ccccc3C2=O)[nH]c1=O | 1.8% | 4.6% | -3% | -0.2% | 7% | 11% | 0.2 | 52 | -5% | 16%
O=C(Nc1cccc(C(=O)O)c1)/C(=C\c1ccc2c(c1)OCO2)NC(=O)c1ccc(Br)cc1 | 25% | -5.2% | -1% | -0.2% | 10% | 2% | -0.5 | 37 | -7% | -11%

Not a hit list; 1.2% or so of the library scored in one or more.
